GASC1 inh: inhibitors of GASC-1 (KDM4C) histone demethylase, primary screen, biochemical, single concentration HTS; Lysine-specific demethylase 4C (Homo sapiens), Q9H3R0; GST-KDM4C 2-372, H3K9me3 peptide, LANCE TR-FRET; inhibition, % at 12.5 µM; hit rate 0.15% among 96,000; AID 720574, 2013;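 active means mean replicate inhibition above about 25%, with at least 55% of replicates also reaching it, limit read from the data, passing the limit was not always enough; inconclusive means only one of those two conditions met; inactive means neither condition met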
Target sequence (Q9H3R0 2-372 limits assumed): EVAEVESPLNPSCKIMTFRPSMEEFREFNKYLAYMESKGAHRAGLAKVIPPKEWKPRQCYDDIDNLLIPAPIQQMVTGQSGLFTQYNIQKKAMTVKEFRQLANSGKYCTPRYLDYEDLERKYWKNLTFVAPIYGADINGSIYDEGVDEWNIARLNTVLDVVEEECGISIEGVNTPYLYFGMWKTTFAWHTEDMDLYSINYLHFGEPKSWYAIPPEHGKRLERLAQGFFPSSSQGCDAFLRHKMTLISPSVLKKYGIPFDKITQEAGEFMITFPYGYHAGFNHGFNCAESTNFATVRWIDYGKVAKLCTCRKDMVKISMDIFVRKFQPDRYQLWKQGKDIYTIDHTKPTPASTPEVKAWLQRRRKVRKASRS
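System: N-terminal GST-fused human GASC-1 (KDM4C) fragment, residues 2-372 / Amount: 10 nM GST-KDM4C in enzyme reaction / Also added: H3K9me3 peptide with Fe(II)/2OG / Times: 30 min demethylation and 1 h detection at room temperature / Signal: LANCE TR-FRET / Read-out basis: Fall in 671/618 emission ratio as inhibition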
C diff growth: C. difficile growth inhibitors, primary screen, HTS. Clostridium difficile clinical isolate growth, OD600, 24 h; hits give low values. growth activity, negative = inhibition, % at 16 µg/mL (by protocol). hit rate 0.25% among 86,000;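 active means mean growth activity at or below -80% and every replicate also at or below -80%; inconclusive means mean at or below -80% but some replicate above -80%; inactive means mean growth activity above -80%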;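 further: 0% = DMSO wells and -100% = levofloxacin 16 µg/mL wells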
T cruzi growth: T. cruzi intracellular proliferation inhibitors, primary screen, cell-based, beta-gal Tulahuen parasites, NIH3T3 host, luminescence. AID 624255, 2012. inhibition, % at 8.34 µM. hit rate 5.9% among 77,000. T. cruzi beta-gal in NIH3T3, GalScreen luminescence, 90 h;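 active means mean inhibition above about 93%, with at least 55% of replicates each passing it, limit read from the data, passing the limit was not always enough; inconclusive means only one of those two conditions holds; inactive means neither condition holds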
Pf Dd2 inh: P. falciparum Dd2 growth inhibitors, primary screen, SYBR Green fluorescence, single dose replicates | 72 h; hits give low values | activity change, % at 10 µM | hit rate 2.3% among 94,000; in the data active means activity change below about -80%; inconclusive means no clear call, values can overlap the other calls
Starred values were filed as active, the others as inactive; & = joins results of further samples. This is a random part of the collection, and some 7.2% of all compounds hit somewhere here.

Screening C[C@H]1CN([C@@H](C)CO)C(=O)Cc2cc(NC(=O)Cc3cn(C)c4ccccc34)ccc2O[C@@H]1CN(C)Cc1ccc(-c2ccccc2)cc1 returned GASC1 inh -4.8, C diff growth -2, T cruzi growth 98* and Pf Dd2 inh -30.
COCCNC(=O)C[C@@H]1C[C@@H]2c3cc(NC(=O)C4CCC4)ccc3O[C@@H]2[C@H](CO)O1 was read as GASC1 inh -2.0, C diff growth 10 and Pf Dd2 inh -9.
C[C@@H]1CCCCO[C@@H](CN(C)S(=O)(=O)c2ccc(F)cc2)[C@H](C)CN([C@@H](C)CO)C(=O)c2cc(NC(=O)c3ccccc3)ccc2O1 was read as GASC1 inh -1.1, C diff growth 0 and Pf Dd2 inh -56.
For O=C(Nc1ccc2c(c1)[C@H]1C[C@H](CC(=O)N3CCc4ccccc4C3)O[C@H](CO)[C@H]1O2)C1CCC1 the results were GASC1 inh 0.3, C diff growth -2, T cruzi growth 54 and Pf Dd2 inh -24.
Screening C[C@@H]1CN([C@H](C)CO)S(=O)(=O)c2ccc(-c3cccc(F)c3)cc2O[C@H]1CN(C)C(=O)Nc1cc(F)ccc1F returned GASC1 inh -2.4, C diff growth 7, T cruzi growth 115* and Pf Dd2 inh -43.
CCCC(O)C#Cc1cnc2c(c1)C(=O)N([C@H](C)CO)C[C@H](C)[C@H](CN(C)S(=O)(=O)c1cccs1)O2 (some centres undefined) was read as GASC1 inh 0.1, C diff growth -3&-6, T cruzi growth 96&86 and Pf Dd2 inh -29&-11.
For Cc1cccc(-c2ccc([C@H]3[C@H]4CN(S(=O)(=O)c5cccc(C)c5)CCCCN4[C@H]3CO)cc2)c1 the results were GASC1 inh 0.2, C diff growth 8, T cruzi growth 64 and Pf Dd2 inh -86*.
`C[C@H]1CN([C@@H](C)CO)C(=O)c2cc(NS(=O)(=O)c3ccc(F)cc3)ccc2O[C@H]1CN(C)Cc1ccncc1` gave GASC1 inh -1.6, C diff growth 3, T cruzi growth 44 and Pf Dd2 inh -1.
For COc1ccc(S(=O)(=O)N(C)C[C@@H]2Oc3ccc(NC(=O)CCN4CCOCC4)cc3C(=O)N([C@H](C)CO)C[C@H]2C)cc1 the results were GASC1 inh -1.4, T cruzi growth 8 and Pf Dd2 inh 51.
`O=C(c1ccccc1F)N1CC2(C1)[C@H](c1ccccc1)[C@H](CO)N2CC1CC1` gave GASC1 inh -0.5, C diff growth 13 and Pf Dd2 inh -3.
Screening COc1cccc(NC(=O)N2CC(=O)N3[C@H](C2)[C@H](c2ccc(Br)cc2)[C@@H]3CO)c1 returned GASC1 inh 8.2, C diff growth 1 and Pf Dd2 inh 23.
C[C@H](CO)N1C[C@H](C)[C@H](CN(C)Cc2cccc(C(=O)O)c2)Oc2ncc(/C=C/c3ccccc3)cc2C1=O was read as GASC1 inh 0.5, C diff growth -4, T cruzi growth 21 and Pf Dd2 inh -12.
Screening CC(C)(C)[S@@](=O)N1Cc2cc(C(=O)NCCN3CCCCC3)nc(-c3cccc(-c4cccc(C#N)c4)c3)c2[C@H]1CCO returned GASC1 inh 4.0, T cruzi growth 40 and Pf Dd2 inh -78.
`CCCNC(=O)C[C@H]1CC[C@@H]2[C@H](COc3ccc(NC(=O)Cc4cccs4)cc3C(=O)N2C)O1` gave GASC1 inh -0.8, C diff growth 0, T cruzi growth -47 and Pf Dd2 inh 1.
Screening Cc1ccc(S(=O)(=O)N[C@H]2CC[C@H](CCNC(=O)C3CCOCC3)O[C@H]2CO)cc1 returned GASC1 inh 0.5, C diff growth 1, T cruzi growth -2 and Pf Dd2 inh -6.
`O=C(C[C@H]1CC[C@H]2[C@@H](COC[C@H](O)CN2C(=O)c2cccnc2)O1)Nc1ccc(-c2ccccc2)cc1` gave GASC1 inh -1.3, C diff growth 8&-6, T cruzi growth -70 and Pf Dd2 inh -61.
`O=C(N[C@@H]1CC[C@H](CCNS(=O)(=O)c2ccccc2)O[C@H]1CO)c1cccc(F)c1` gave GASC1 inh 0.4, C diff growth 6, T cruzi growth 2 and Pf Dd2 inh 2.
`CO[C@@H]1CN(C)C(=O)c2ccc(NC(=O)C3CCCC3)cc2OC[C@H](C)N(CCC(F)(F)F)C[C@@H]1C` gave GASC1 inh 0.2, C diff growth -1, T cruzi growth -53 and Pf Dd2 inh 19.
Screening COCC#Cc1ccc2c(c1)O[C@@H](CN(C)S(=O)(=O)c1ccc(OC)cc1)[C@H](C)CN([C@H](C)CO)S2(=O)=O returned GASC1 inh -0.8, C diff growth 7 and Pf Dd2 inh -42.
Screening CN1C(=O)c2cc(NC(=O)c3ccc(F)cc3)ccc2OC[C@H]2O[C@@H](CC(=O)NCC3CC3)CC[C@@H]21 returned GASC1 inh -0.6, C diff growth -4, T cruzi growth 30 and Pf Dd2 inh -11.

Overlap with the part before: two compounds, then new ones.
Screening COCC#Cc1ccc2c(c1)O[C@@H](CN(C)S(=O)(=O)c1ccc(OC)cc1)[C@H](C)CN([C@H](C)CO)S2(=O)=O returned GASC1 inh -0.8, C diff growth 7 and Pf Dd2 inh -42.
Screening CN1C(=O)c2cc(NC(=O)c3ccc(F)cc3)ccc2OC[C@H]2O[C@@H](CC(=O)NCC3CC3)CC[C@@H]21 returned GASC1 inh -0.6, C diff growth -4, T cruzi growth 30 and Pf Dd2 inh -11.
For CN1c2ccc(Br)cc2[C@@H]2[C@@H](CCN2C(=O)C2CCC2)[C@H]1CO the results were GASC1 inh 2.9, C diff growth 6 and Pf Dd2 inh -51.
Screening CO[C@H]1CN(C)C(=O)c2ccc(NC(C)=O)cc2OC[C@@H](C)N(CCc2ccccc2)C[C@H]1C returned GASC1 inh 1.4, T cruzi growth -30 and Pf Dd2 inh -16.
`O=C(C[C@@H]1CC[C@H]2[C@@H](COC[C@H](O)CN2C(=O)c2cnccn2)O1)NCc1ccccc1` gave GASC1 inh 0.7, T cruzi growth 6 and Pf Dd2 inh 8.
For O=C(c1cccnc1)N1CC(=O)N2[C@@H](CO)[C@@H](c3ccc(-c4ccccc4F)cc3)[C@@H]2C1 the results were GASC1 inh -1.3, C diff growth -1 and Pf Dd2 inh -49.
C[C@@H]1CN([C@H](C)CO)C(=O)c2cccc(NC(=O)C3CCOCC3)c2O[C@@H]1CN(C)S(=O)(=O)c1ccccc1 was read as GASC1 inh -0.2, C diff growth 5&2 and Pf Dd2 inh 7.
For CC(C)NC(=O)N(C)C[C@@H]1OCCCC[C@H](C)Oc2ccc(NC(=O)Nc3ccc(C(F)(F)F)cc3)cc2C(=O)N([C@@H](C)CO)C[C@H]1C the results were GASC1 inh 0.7, C diff growth -2, T cruzi growth 67 and Pf Dd2 inh 3.
CCC(=O)N1CC(=O)N2[C@H](C1)[C@H](c1ccc(-c3ccc(C#N)cc3)cc1)[C@@H]2CO was read as GASC1 inh 0.5, C diff growth -5 and Pf Dd2 inh 42.
`CO[C@@H]1CN(C)C(=O)c2cc(NC(=O)NC(C)C)ccc2OC[C@@H](C)N(C(=O)NC(C)C)C[C@H]1C` gave GASC1 inh -0.3, C diff growth 2 and T cruzi growth 4.
`CC(C)CC#Cc1ccc2c(c1)O[C@@H](CN(C)CC1CC1)[C@@H](C)CN([C@H](C)CO)S2(=O)=O` gave GASC1 inh 3.0, C diff growth 30, T cruzi growth 107* and Pf Dd2 inh -48.
`CO[C@@H]1CN(C)C(=O)c2cc(NC(=O)Nc3c(C)noc3C)ccc2OC[C@@H](C)N(CC2CC2)C[C@H]1C` gave GASC1 inh -1.7, T cruzi growth 26 and Pf Dd2 inh 21.
For Cc1ccc(S(=O)(=O)Nc2cccc3c2O[C@@H](CN(C)S(=O)(=O)c2cccs2)[C@@H](C)CN([C@@H](C)CO)C3=O)cc1 the results were GASC1 inh -2.8, C diff growth 6, T cruzi growth 8 and Pf Dd2 inh -24.
COc1ccc(NC(=O)Nc2ccc3c(c2)C(=O)N([C@H](C)CO)C[C@@H](C)[C@@H](CN(C)S(=O)(=O)c2c(C)noc2C)OCCCC[C@H](C)O3)cc1 was read as GASC1 inh -0.7, C diff growth -6 and Pf Dd2 inh -25.
For CC=Cc1ccc2n(c1=O)C[C@H]1[C@H](CO)[C@@H](C(=O)NCCc3ccncc3)[C@@H]2N1CCc1ccccc1 (mixture of isomers) the results were GASC1 inh -1.4, C diff growth 1 and Pf Dd2 inh -30.
Screening COCC(=O)N1CCCCN2[C@H](C1)[C@H](c1ccc(-c3ccc(C)cc3)cc1)[C@@H]2CO returned GASC1 inh 1.2, C diff growth 4, T cruzi growth 7 and Pf Dd2 inh 0.
O=C(NCC[C@@H]1CC[C@H](NS(=O)(=O)Cc2ccccc2)[C@@H](CO)O1)C1CCCCC1 was read as GASC1 inh 0.0, C diff growth 1 and Pf Dd2 inh 12.
`COc1ccc(-c2ccc3c(c2)O[C@H](CN(C)C(=O)c2ccccc2F)[C@@H](C)CN([C@H](C)CO)S3(=O)=O)cc1` gave GASC1 inh -2.3, C diff growth -2, T cruzi growth 108* and Pf Dd2 inh -59.
Screening O=C(C[C@@H]1CC[C@H]2[C@@H](COC[C@H](O)CN2Cc2nccs2)O1)NCc1ccc(F)cc1 returned GASC1 inh -1.4, C diff growth -3&-4, T cruzi growth 89 and Pf Dd2 inh 18.
`C[C@H]1CN([C@@H](C)CO)S(=O)(=O)c2ccc(C#CCN(C)C)cc2O[C@H]1CN(C)CC1CC1` gave GASC1 inh 2.5, T cruzi growth 110* and Pf Dd2 inh -39.
For C[C@@H]1CN([C@@H](C)CO)C(=O)c2cc(NC(=O)Cn3cnnn3)ccc2O[C@@H]1CN(C)Cc1ccc(C(=O)O)cc1 the results were GASC1 inh 0.4, T cruzi growth -119 and Pf Dd2 inh 13.
CCS(=O)(=O)Nc1ccc2c(c1)C(=O)N(C)[C@H]1CC[C@H](CC(=O)NCCCN3CCOCC3)O[C@H]1CO2 was read as GASC1 inh 2.1, C diff growth 5, T cruzi growth -4 and Pf Dd2 inh 8.
For COCC(=O)N1CC2(C1)[C@H](c1ccc(-c3cccc(F)c3)cc1)[C@H](CO)N2C(=O)C1CC1 the results were GASC1 inh -0.9, C diff growth -10 and Pf Dd2 inh -14.
Screening Cc1ccccc1S(=O)(=O)N1CCCCN2[C@H](C1)[C@@H](c1ccc(-c3cccc(F)c3)cc1)[C@@H]2CO returned GASC1 inh -0.9, C diff growth 19, T cruzi growth inconclusive and Pf Dd2 inh 5.
`C[C@@H]1CN([C@@H](C)CO)C(=O)c2cc(NS(C)(=O)=O)ccc2O[C@@H](C)CCCCO[C@H]1CN(C)C(=O)Cc1ccccc1` gave GASC1 inh 12, C diff growth 0, T cruzi growth 37 and Pf Dd2 inh 17.
Screening Cc1noc(C)c1NC(=O)N[C@@H]1CC[C@H](CC(=O)Nc2ccccc2)O[C@@H]1CO returned GASC1 inh -3.0 and C diff growth 4.
`O=C(C1CCC1)N1CC2(C1)[C@@H](c1ccccc1)[C@@H](CO)N2C(=O)NC1CCCC1` gave GASC1 inh -1.8, C diff growth 7 and Pf Dd2 inh 7.
Screening C[C@@H]1CN([C@H](C)CO)C(=O)c2cc(NC(=O)Nc3ccc(C(F)(F)F)cc3)ccc2O[C@@H](C)CCCCO[C@@H]1CN(C)S(=O)(=O)c1cccs1 returned GASC1 inh -0.4, C diff growth 8, T cruzi growth 79 and Pf Dd2 inh -77.
For C[C@H]1CN([C@@H](C)CO)C(=O)c2cccc(NS(=O)(=O)c3cccs3)c2O[C@H]1CN(C)S(=O)(=O)c1cn(C)cn1 the results were GASC1 inh 3.9, T cruzi growth 101 and Pf Dd2 inh -11.
Screening CCN(C[C@H]1N[C@H](CO)[C@@H]1c1ccc(-c2cccc(C#N)c2)cc1)C(C)=O returned GASC1 inh 1.5, C diff growth -6, T cruzi growth 53 and Pf Dd2 inh -34.

Among those listed so far, these contain an aryl methoxy group:
For COc1ccc(S(=O)(=O)N(C)C[C@@H]2Oc3ccc(NC(=O)CCN4CCOCC4)cc3C(=O)N([C@H](C)CO)C[C@H]2C)cc1 the results were GASC1 inh -1.4, T cruzi growth 8 and Pf Dd2 inh 51.
Screening COc1cccc(NC(=O)N2CC(=O)N3[C@H](C2)[C@H](c2ccc(Br)cc2)[C@@H]3CO)c1 returned GASC1 inh 8.2, C diff growth 1 and Pf Dd2 inh 23.
Screening COCC#Cc1ccc2c(c1)O[C@@H](CN(C)S(=O)(=O)c1ccc(OC)cc1)[C@H](C)CN([C@H](C)CO)S2(=O)=O returned GASC1 inh -0.8, C diff growth 7 and Pf Dd2 inh -42.
COc1ccc(NC(=O)Nc2ccc3c(c2)C(=O)N([C@H](C)CO)C[C@@H](C)[C@@H](CN(C)S(=O)(=O)c2c(C)noc2C)OCCCC[C@H](C)O3)cc1 was read as GASC1 inh -0.7, C diff growth -6 and Pf Dd2 inh -25.
`COc1ccc(-c2ccc3c(c2)O[C@H](CN(C)C(=O)c2ccccc2F)[C@@H](C)CN([C@H](C)CO)S3(=O)=O)cc1` gave GASC1 inh -2.3, C diff growth -2, T cruzi growth 108* and Pf Dd2 inh -59.

Source: PubChem BioAssay (Broad Institute)
